High-throughput results as filed in PubChem BioAssay.
EPAC1 ag = agonists of human EPAC1. O95398. EPAC1 agonist qHTS, biochemical assay; response scale: 100% = response to 6.5 mM cAMP. Potency, µM (titrated, usually from 154 µM), without a hit: at the top dose activation, usual class: activators. 360,000 tested, 0.073% active. AID 720707; further: potency means the concentration at half of the fitted maximal effect; nearly all actives have a fitted effect of over 60% in size
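Multi-concentration qHTS readout: loss of Rap1B-bound BODIPY-GDP fluorescence driven by 100 nM EPAC1 with excess GDP (50 uM), monitored kinetically at room temperature; agonist response expressed relative to 6.5 mM cAMP.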
IL-2 act = activators of IL-2. IL-2 activation reporter assay, cell-based qHTS; stimulated with anti-CD3/CD4/CD28 beads; in transgenic mouse T cells. activation, % (series mostly up to about 46 µM). 360,000 tested, 0.065% active. AID 652025; in the data active means activation above about 50%; inconclusive means mostly about 30% to 49%; further: 0% is about no effect
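Quantitative HTS in unstimulated transgenic mouse T cells, with memory T cells as non-tolerant control and PMA/ionomycin as tolerance-bypass control. Compound pretreatment lasted 60 minutes before 18 h bead stimulation; EGFP/DsRed fluorescence read.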
Abeta rescue = restores growth of yeast expressing A-beta42 peptide; AID 1347071; Potency, µM (doses to about 46.1 µM), without a hit: at the highest dose growth rescue, actives largely listed as activators; yeast expressing A-beta42, growth rescue, OD600, 48 h; response scale: 0% DMSO, 100% iron-clioquinol control; 410,000 tested, 0.063% active; further: potency means the concentration at half of the fitted maximal effect; nearly all actives have a fitted effect of over 55% in size
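Growth rescue measured by 600 nm absorbance after 48 h yeast culture at 30 C with compound. Values normalized between DMSO and an equimolar ferric chloride plus clioquinol control.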
FUS yeast rescue = FUS proteinopathy suppression in yeast; AID 1347120; 390,000 tested, 0.24% active; S. cerevisiae FUS-expressing, growth rescue, OD600, 24 h; Potency, µM (highest dose often 76.6 µM), for inactives: top-dose growth rescue (activation), actives largely listed as activators;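 further: potency means the concentration at half of the fitted maximal effect; plate controls were DMSO vehicle for no effect and reference control for full effect; nearly all actives have a fitted effect of over 55% in size; some results filed as inactive show a strong effect at the top dose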
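Cultures pregrown in 2.5% raffinose medium are shifted to minimal medium containing 2% galactose to express toxic FUS. Compounds are tested at several concentrations. After 24hr at 30C, growth is quantified at 600 nm absorbance.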
PLK1 PBD block = PLK1 (human) polo-box domain binding inhibition. Plk1 PBD binding of FITC phosphopeptide, fluorescence polarization. Potency, µM, for the others: max response, negative = inhibition, actives largely listed as inhibitors. 360,000 tested, 2.8% active. AID 720504; further: potency means the concentration at half of the fitted maximal effect; series mostly up to about 57 µM; on the % scale 0 is the no-effect control and ±100 the full control effect; nearly all actives have a fitted effect of over 65% in size
WRN inhibitor = blocks human WRN helicase | WRN helicase unwinding, fluorescent forked duplex, kinetic | Potency, µM (series often up to 114 µM), for the others: at the top dose activity change, negative = inhibition, usual class: inhibitors | 360,000 tested, 0.46% active; further: potency means the concentration at half of the fitted maximal effect; on the % scale 0 is the no-effect control and ±100 the full control effect; nearly all actives have a fitted effect of over 55% in size
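Kinetic fluorescence helicase assay: unwinding of a quenched forked DNA duplex (100 nM final) with 2 mM ATP final raises red fluorescence (525/598 nm). Compounds sat 15 min at room temperature with 20 nM WRN beforehand.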
PI5P4Ka inh = PI5P4K alpha (human) kinase inhibition. max response, %. PI5P4Kalpha enzyme, ADP-Glo luminescence, 60 min; stronger effect = lower value. 330,000 tested, 1.2% active; active means max response of -50% or lower; inconclusive means between -30% and -50%; inactive means -30% or higher; further: value at the top dose of about 77 µM; on the % scale 0 is the no-effect control and ±100 the full control effect
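Single end-point luminescence (ADP-Glo) quantified ADP from PI5P4Kalpha turnover; ATP 5 microM final, 1 h at RT, 0.1% CHAPS and 0.28 mM EGTA in HEPES pH 7.4.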
EPAC1 antagonist = antagonists of human EPAC1. Potency, µM (doses to about 115 µM), for inactives: top-dose activity change, negative = inhibition, hits mostly inhibitors. AID 720709. EPAC1 GEF assay, Rap1b-BODIPY-GDP exchange fluorescence. O95398. 360,000 tested, 0.14% active;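 further: potency means the concentration at half of the fitted maximal effect; plate controls were vehicle for no effect and positive control for full effect; nearly all actives have a fitted effect of over 50% in size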
* marks the source's active call; other numbers are inactive results; & = joins results of further samples; [ ] = another dose, or the depositor's remark. Unless noted, the call rests on the fitted dose curve; in most records, active means well fitted curve in the direction sought with a large enough effect; inconclusive means small, poorly fitted or top-dose-only effect, or another doubt; inactive means no such curve, though single readings can be large; an effect the other way counts as inactive or inconclusive.

Cc1c(NC(=O)c2cc(-c3ccccc3O)on2)c(=O)n(-c2ccccc2)n1C was read as EPAC1 ag 4%, IL-2 act 1.4, Abeta rescue 13%&5%, FUS yeast rescue -25%&-3%, PLK1 PBD block -3%, WRN inhibitor 5%, PI5P4Ka inh -2 and EPAC1 antagonist 14%.
For COc1ccccc1N1C(=O)CC(c2ccccc2)CC1=O the results were EPAC1 ag -2%, IL-2 act 0.5, Abeta rescue 7%, FUS yeast rescue -11%, PLK1 PBD block -13%, WRN inhibitor 3%, PI5P4Ka inh -3 and EPAC1 antagonist -4%.
`O=C(Cc1cccs1)NNC(=S)NC(=O)c1ccco1` gave EPAC1 ag -1%, IL-2 act 3.8, Abeta rescue 10µM*, FUS yeast rescue 37%, PLK1 PBD block -19%, WRN inhibitor -33%, PI5P4Ka inh -14 and EPAC1 antagonist 11%.
Screening Cc1cc(C)n(-c2ccc(C(=O)NCCCN3CCOCC3)cc2)n1 returned EPAC1 ag 1%, IL-2 act -2.9, Abeta rescue 1%, FUS yeast rescue 17%, PLK1 PBD block 2%, WRN inhibitor 6%, PI5P4Ka inh 0 and EPAC1 antagonist 9%.
`CN(Cc1ccccc1)c1ncnc2ccc(Br)cc12` gave EPAC1 ag 6%, IL-2 act -0.1, Abeta rescue -13%, FUS yeast rescue -7%, PLK1 PBD block 2.7µM*, WRN inhibitor -2%, PI5P4Ka inh inconclusive and EPAC1 antagonist -3%.
CN(C(=O)c1ccccc1C(=O)OCC(=O)c1ccc(F)c(F)c1)C1CCCCC1 was read as EPAC1 ag 7%, IL-2 act -6.4, Abeta rescue inconclusive, FUS yeast rescue 29%, PLK1 PBD block 0%, WRN inhibitor -6%, PI5P4Ka inh 10 and EPAC1 antagonist 0%.
`O=c1[nH]c(NCCO)nc2c1C1(CCCCC1)Cc1ccccc1-2` gave EPAC1 ag 10%, IL-2 act 1.3, Abeta rescue 22%, FUS yeast rescue 2%, PLK1 PBD block -3%, WRN inhibitor -14%, PI5P4Ka inh 22 and EPAC1 antagonist -2%.
For COc1cc2c(C(=O)NCCCN3CC(C)CC(C)C3)cn(CC(C)C)c(=O)c2cc1OC (stereo unspecified) the results were EPAC1 ag -6%, IL-2 act -1.3, Abeta rescue -1%, FUS yeast rescue -15%, PLK1 PBD block -17%, WRN inhibitor 5%, PI5P4Ka inh 4 and EPAC1 antagonist 3%.
Screening O=S(=O)(Nc1ccccc1N1CCCCC1)c1cccs1 returned EPAC1 ag 9%, IL-2 act -0.6, Abeta rescue -27%, FUS yeast rescue 15%, PLK1 PBD block -4%, WRN inhibitor -8%, PI5P4Ka inh 3 and EPAC1 antagonist -14%.
Screening CCOC(=O)c1c(NC(=O)Cn2nc(C(=O)O)c3ccccc3c2=O)sc(C)c1C returned EPAC1 ag 8%, IL-2 act 0.7, Abeta rescue -16%, FUS yeast rescue 7%, PLK1 PBD block -7%, WRN inhibitor -1%, PI5P4Ka inh -4 and EPAC1 antagonist -16%.
Cc1c(C(=O)N/N=C/c2cccc(O)c2)nnn1-c1nonc1N was read as EPAC1 ag 1%, IL-2 act -0.6, Abeta rescue 9%, FUS yeast rescue 12%, PLK1 PBD block 0%, WRN inhibitor 6%, PI5P4Ka inh -5 and EPAC1 antagonist 11%.
For Cn1c(=S)c2[nH]c(SCc3cccnc3)nc2n(C)c1=O the results were EPAC1 ag 10%, IL-2 act -3.4, Abeta rescue -3%, PLK1 PBD block -30%, WRN inhibitor 5%, PI5P4Ka inh 0 and EPAC1 antagonist 6%.
CC(C)(C)C(=O)NCC12C=CC(O1)C1C(=O)N(c3ccccc3)C(=O)C12 (stereo unspecified) was read as EPAC1 ag 5%, IL-2 act -2.9, Abeta rescue -94%[inhibitor], FUS yeast rescue -1%, PLK1 PBD block -16%, WRN inhibitor -5% and EPAC1 antagonist 9%.
`O=C(CCC(=O)Nc1nnc(C2CCCCC2)s1)Nc1ccc(F)cc1` gave EPAC1 ag -4%, IL-2 act -1.4, Abeta rescue 7%, FUS yeast rescue 2%, PLK1 PBD block inconclusive, WRN inhibitor -4%, PI5P4Ka inh 4 and EPAC1 antagonist -9%.
`CN(CCOc1ccc(-c2ccn(S(=O)(=O)c3c(Cl)cccc3Cl)n2)cc1)c1ccccn1` gave EPAC1 ag 3%, IL-2 act -2.7, Abeta rescue -1%, FUS yeast rescue 47%, PLK1 PBD block -4%, WRN inhibitor 4%, PI5P4Ka inh -7 and EPAC1 antagonist 12%.
Screening CC(C)NS(=O)(=O)c1ccc(CCC(=O)N2CCCCC2)cc1 returned EPAC1 ag 3%, IL-2 act -0.2, Abeta rescue 10%, FUS yeast rescue -11%, PLK1 PBD block -7%, WRN inhibitor -10%, PI5P4Ka inh -2 and EPAC1 antagonist 8%.
`CC1CCCN(S(=O)(=O)c2cc3c4c(c2)C(C)C(=O)N4CCC3)C1` (stereo unspecified) gave EPAC1 ag -1%, IL-2 act 5.2, Abeta rescue -11%, FUS yeast rescue 16%, PLK1 PBD block -4%, WRN inhibitor 3%, PI5P4Ka inh -5 and EPAC1 antagonist 13%.
`COc1ccc(C(O)c2nc3ccccc3n2C(C)C)cc1` (stereo unspecified) gave EPAC1 ag -8%, IL-2 act -2.7, Abeta rescue 8%, FUS yeast rescue 12%, PLK1 PBD block 24µM*, WRN inhibitor 1%, PI5P4Ka inh -1 and EPAC1 antagonist 7%.
Screening CC1CCCC(NC(=O)COC(=O)COc2cccc(F)c2)C1C (stereo unspecified) returned EPAC1 ag -8%, IL-2 act -0.4, Abeta rescue -1%, FUS yeast rescue 7%, PLK1 PBD block -3%, WRN inhibitor 12%, PI5P4Ka inh -8 and EPAC1 antagonist -5%.
For O=C1CC2CS(=O)(=O)CC2N1C1CCCCC1 (stereo unspecified) the results were EPAC1 ag -8%, IL-2 act -2.5, Abeta rescue 0%, FUS yeast rescue -12%, PLK1 PBD block -4%, WRN inhibitor 5%, PI5P4Ka inh -8 and EPAC1 antagonist -10%.
For Cc1ccccc1C(=O)N(C)Cc1ccccc1 the results were EPAC1 ag 7%, IL-2 act -1.3, Abeta rescue -20%, FUS yeast rescue 86%, PLK1 PBD block -11%, WRN inhibitor -8% and EPAC1 antagonist -1%.
For CC(=O)c1ccc(-n2c(=O)[nH]c(=O)c3c(N)c(C(=O)c4ccc(Cl)cc4)sc32)cc1 the results were EPAC1 ag -9%, IL-2 act 6.9, Abeta rescue 0%, FUS yeast rescue 29%, PLK1 PBD block -10%, WRN inhibitor -11%, PI5P4Ka inh -12 and EPAC1 antagonist -20%.
`CS(=O)(=O)N(CC(=O)NCc1ccco1)c1ccc2c(c1)OCO2` gave EPAC1 ag 11%, IL-2 act -2.5, Abeta rescue -1%, FUS yeast rescue -5%, PLK1 PBD block -22%, WRN inhibitor -19% and EPAC1 antagonist -4%.
Screening O=C(CCS(=O)(=O)c1cccc2nonc12)Nc1cccc2c1CCCC2 returned EPAC1 ag 1%, IL-2 act -2.1, Abeta rescue 11%, FUS yeast rescue -10%, PLK1 PBD block -5%, WRN inhibitor -9%, PI5P4Ka inh 0 and EPAC1 antagonist 2%.
Screening CN(C)c1ccc(-c2nnn(CC(=O)Nc3ccccc3N3CCOCC3)n2)cc1 returned EPAC1 ag 14%, IL-2 act -0.5, Abeta rescue 5%, FUS yeast rescue -11%, PLK1 PBD block -1%, WRN inhibitor -16% and EPAC1 antagonist 6%.
CCOC(=O)C[C@H]1c2cc(F)ccc2S(=O)(=O)N1C(C)(C)C was read as EPAC1 ag -9%, IL-2 act 0.3, Abeta rescue 3%, FUS yeast rescue -7%, PLK1 PBD block -11%, WRN inhibitor -3%, PI5P4Ka inh 0 and EPAC1 antagonist -10%.
C=CCNC(=O)c1onc(CSc2ccc(F)cc2)c1C(=O)NCC=C was read as EPAC1 ag -16%, IL-2 act 0.9, Abeta rescue 17%, FUS yeast rescue -10%, PLK1 PBD block -18%, WRN inhibitor -8%, PI5P4Ka inh -4 and EPAC1 antagonist -16%.
For Cc1n(C)c2cc(Cl)ccc2[n+]1Cc1ccccc1 the results were EPAC1 ag 3%, IL-2 act 1.3, Abeta rescue -14%, FUS yeast rescue -2%, PLK1 PBD block -12%, WRN inhibitor -1%, PI5P4Ka inh 0 and EPAC1 antagonist -5%.
For COc1ccccc1NC(=O)C(C)OC(=O)c1cccc(-n2cnnn2)c1 (stereo unspecified) the results were EPAC1 ag 8%, IL-2 act -2.0, Abeta rescue 5%, FUS yeast rescue 9%, PLK1 PBD block -2%, WRN inhibitor 11%, PI5P4Ka inh -18 and EPAC1 antagonist -25%.
Screening O=C(CCc1nnc(CCC2CCCCC2)o1)NCCn1cccn1 returned EPAC1 ag 5%, IL-2 act -0.2, Abeta rescue -2%, FUS yeast rescue 3%, PLK1 PBD block 10%, WRN inhibitor -2%, PI5P4Ka inh 4 and EPAC1 antagonist 11%.
O=C(CSc1n[nH]c(-c2ccccn2)n1)Nc1ccccc1F was read as EPAC1 ag 2%, IL-2 act -0.4, Abeta rescue 1%, FUS yeast rescue 4%, PLK1 PBD block -9%, WRN inhibitor -1%, PI5P4Ka inh 4 and EPAC1 antagonist -6%.
`OCCNc1nc(Nc2cc(Cl)ccc2OC2CCCC2)nc(N2CCCC2)n1` gave EPAC1 ag 12%, IL-2 act -0.8, Abeta rescue 13%, FUS yeast rescue inconclusive and EPAC1 antagonist -16%.

Three compounds picked at random from those above:
For COc1ccccc1NC(=O)C(C)OC(=O)c1cccc(-n2cnnn2)c1 (stereo unspecified) the results were EPAC1 ag 8%, IL-2 act -2.0, Abeta rescue 5%, FUS yeast rescue 9%, PLK1 PBD block -2%, WRN inhibitor 11%, PI5P4Ka inh -18 and EPAC1 antagonist -25%.
For Cc1ccccc1C(=O)N(C)Cc1ccccc1 the results were EPAC1 ag 7%, IL-2 act -1.3, Abeta rescue -20%, FUS yeast rescue 86%, PLK1 PBD block -11%, WRN inhibitor -8% and EPAC1 antagonist -1%.
`OCCNc1nc(Nc2cc(Cl)ccc2OC2CCCC2)nc(N2CCCC2)n1` gave EPAC1 ag 12%, IL-2 act -0.8, Abeta rescue 13%, FUS yeast rescue inconclusive and EPAC1 antagonist -16%.
